INS promoter inh = TRM-6 insulin promoter activity inhibition; TRM-6 cells (human fetal islet line), insulin promoter-eGFP reporter, imaging; reporter expression induced with tamoxifen; inhibition, % at 2 µM; 0.9% of 130,000 active;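 active = inhibition above the mean plus 3 SD, with well images judged a real hit on visual review, cut at about 60% in these data, passing the limit was not always enough; inconclusive = inhibition over the cutoff but images rejected on review; inactive = inhibition not above the cutoff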
sdo1 growth = compounds rescuing growth of sdo1-depleted yeast, bone marrow failure model; S. cerevisiae sdo1-depleted JHY4D growth rescue, OD600 30 h; active compounds read high; pdr5 snq2 efflux-pump mutant strain; 0.21% of 140,000 active; AID 817; z-score at 10 µM;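 active = z-score above 3 at both the 24 hr and the 30 hr optical density reads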;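 also: z-score against mean and SD of all compound wells on the same plate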
sdo1 growth Rescue 24 h = recorded beside sdo1 growth, whose call it bears; z-score; S. cerevisiae sdo1-depleted JHY4D growth rescue, OD600; measured here: growth rescue at 24 h;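 0 is the plate mean of compound wells and units are plate SD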
* marks the source's active call; other numbers are inactive results; u = inconclusive; x = no result given; & = joins results of further samples.

item	Molecule	INS promoter inh	sdo1 growth	sdo1 growth Rescue 24 h
1	O=C(NCc1ccccc1)C1C2C=CC3(CN(Cc4cccnc4)C(=O)C13)O2 (stereo not given)	x	1.9&1.1	2.2&0.54
2	COc1ccc(S(=O)(=O)Nc2nncs2)cc1	19	1.2	1
3	COc1ccc(/C=C(\NC(=O)c2ccc([N+](=O)[O-])cc2)C(=O)N2CCOCC2)cc1	0	x	x
4	CN(C)S(=O)(=O)c1cccc(NC(=O)COC(=O)CCSc2ccc(Cl)cc2)c1	x	0.7	1.2
5	COC(=O)c1c(NC(=O)c2cccs2)sc2c1CCC(C)C2 (stereo not given)	x	-1	-0.4
6	COc1ccc(Cl)cc1NC(=O)C(C)Sc1n[nH]c(N)n1 (stereo not given)	-9	-0.17	-0.95
7	CCOc1ccccc1OCCCCCc1c(C)n[nH]c1C	x	-0.8	-0.2
8	O=C(CS(=O)(=O)c1ccccc1)Nc1nc(-c2ccccc2)cs1	7	-1.3	-0.75
9	CCCCOCCCNC(=O)/C=C/c1ccccc1Cl	-11	x	x
10	COc1ccccc1-c1c(C#N)c(SCC(=O)N2CCCC2)nc(C)c1C(N)=O	x	0.39	0.31
11	C/C(Cc1ccccc1)=N/NC(=O)CCCC(=O)N/N=C(/C)Cc1ccccc1	0	x	x
12	O=S(=O)(c1cccs1)N1CCN(CC(O)COC2CCCc3ccccc32)CC1 (stereo not given)	x	0.01	-0.18
13	CC1CN(C(=O)c2ccccc2NS(=O)(=O)c2cccc([N+](=O)[O-])c2)CC(C)O1 (stereo not given)	-27	-0.28	-0.65
14	O=C(Cn1nnc(-c2ccccc2)n1)N/N=C/c1cccc([N+](=O)[O-])c1	x	-0.46	-0.52
15	O=C(CCC1CCCC1)NC1CCCCC1	-33	-0.61	-1.1

3 compounds already listed, arranged by formula weight, descending:
item	Molecule	INS promoter inh	sdo1 growth	sdo1 growth Rescue 24 h
3	COc1ccc(/C=C(\NC(=O)c2ccc([N+](=O)[O-])cc2)C(=O)N2CCOCC2)cc1	0	x	x
6	COc1ccc(Cl)cc1NC(=O)C(C)Sc1n[nH]c(N)n1 (stereo not given)	-9	-0.17	-0.95
7	CCOc1ccccc1OCCCCCc1c(C)n[nH]c1C	x	-0.8	-0.2

The list continues.
item	Molecule	INS promoter inh	sdo1 growth	sdo1 growth Rescue 24 h
16	COc1cccc(C(C(=O)Nc2ccc(F)cc2)N(C(=O)Cn2nnc3ccccc32)C2CC2)c1 (stereo not given)	-29	0	-0.85
17	CCCN1Cc2cccc(C(=O)Nc3ccc(C)cc3)c2C1=O	x	-0.5	0.51
18	COc1ccc(CC(=O)Nc2ccc(-c3cn4cccc(C)c4n3)cc2)cc1OC	-38	-0.11	-0.23
19	CCNC(=O)c1cc2ccccc2o1	-22	0.81	0.53
20	COc1ccc(Cc2nnc(NC(=O)Cn3cnc4c3c(=O)n(C)c(=O)n4C)s2)cc1OC	-3	1.9	2.2
21	CC(C(=O)N1c2ccccc2CCc2ccccc21)n1nnc(-c2ccc(N(C)C)cc2)n1 (stereo not given)	14	-0.85	0.12
22	Cn1c(C(=O)Nc2ccc3c(c2)OCCO3)cc2sccc21	x	0.21	-0.26
23	CCN(CC)C(=O)c1cn(C)c(=O)c2cc(OC)c(OC)cc12	19	0.88	0.7
24	Cn1cccc1C(=O)Nc1nc(-c2ccccn2)cs1	9	-2	-1.4
25	Cc1cc(NC(=O)CN2CCCC2c2nc3ccccc3s2)no1 (stereo not given)	x	-0.62	-0.98
26	Cc1nnc(SC(C)C(=O)Nc2ccc(S(=O)(=O)N3CCCCC3)cc2)s1 (stereo not given)	x	-0.17	-0.05
27	CC(=O)C1=C(C)Nc2ncnn2C1c1ccc(Cl)cc1Cl (stereo not given)	x	-0.13	-0.66
28	COC(=O)c1ccccc1NC(=O)CSc1nnc(-c2ccoc2C)n1C	x	0.23	1.9
29	S=C1NC(c2ccccc2)=NCN1c1ccc(Br)cc1	0	0.34	-0.06
30	COc1cc(NC(=O)c2ccco2)ccc1NC(=O)C(C)C	-21	1.3	0.92
31	CCOC(=O)N1CCC2(CC1)C(C#N)=C(N)Oc1n[nH]c(CSc3ccc(C)cc3)c12	x	-0.38	-0.72
32	O=C(c1ccccc1NS(=O)(=O)c1cccs1)N1CCCC1	x	-0.24	-0.11
33	Cc1ccccc1NC(=O)COC(=O)CN1C(=O)NC(C)(C)C1=O	-47	-0.94	-0.98
34	O=C(CCN1C(=O)COc2ccccc21)NCCN1CCc2ccccc2C1	36	-0.37	0.73
35	Cc1nn(-c2ccc(F)cc2)c(Cl)c1/C=C/C(=O)OCC(=O)Nc1ccc(F)cc1F	x	-0.9	-0.9
36	Cc1ccc(NC(=O)COc2cccnc2[N+](=O)[O-])cc1S(=O)(=O)N1CCCCC1	x	-0.01	-0.45
37	Cc1ccccc1C(=O)c1ccc2c(c1)n(C)c(=O)n2C	x	-0.81	-0.7
38	CC(=O)Cc1nsc(NC(=O)c2c(-c3ccccc3Cl)noc2C)n1	18	-0.78	0.26
39	CCCCn1nnnc1NCc1cc(OC)c(OC)cc1OC	x	1.3	1.6
40	CCn1ncc(/C=N/NS(=O)(=O)c2ccc(Cl)cc2)c1C	-6	0.7	0.47
41	COc1cccc(OCc2nc3ccccc3c(=O)n2N)c1	-3	0.26	-0.29
42	O=C(NCCC(=O)N1CCNC1=O)OCc1ccccc1	x	0.22	-0.01
43	COc1ccc(/C=C/C(=O)NCCCc2ccccc2)cc1OC	-9	0.23	0.16
44	CC1CCCCN1C(=S)Nc1ccc2nc3n(c(=O)c2c1)CCCCC3 (stereo not given)	-20	0.58	0.2
45	CN1C(CC(=O)c2ccccc2)CCCC1CC(O)c1ccccc1 (stereo not given)	-27	0.98	-0.01
46	COc1ccc(C(C)=O)c(OC(=O)c2ccco2)c1	-5	-0.05	-0.59
47	COc1cccc(C(c2nnnn2Cc2ccccc2)N2CCN(C(=O)c3ccco3)CC2)c1OC (stereo not given)	-22	-1	-1.3
48	Cc1nc(CCN2C(=O)c3ccccc3C2=O)n[nH]1	54	-0.08	-0.32
49	CCOc1ccc2nc(SC(CC)C(=O)Nc3cc(C)on3)sc2c1 (stereo not given)	x	-2.2	-1.2
50	CCCOC(=O)c1cccc(Nc2nc(-c3cccnc3)nc3ccccc23)c1	x	-1.4	-0.62
51	COc1ccc(N(CC(=O)NCCC2=CCCCC2)S(C)(=O)=O)cc1	-3	-1.4	-1.2
52	O=C(NCCC1=CCCCC1)NC12CC3CC(CC(C3)C1)C2	-25	-1.8	-0.81
53	CCCN1CNC(=S)N(c2ccccc2OCC)C1	x	-0.36	-0.74
54	Cc1sc(NC(=O)CSc2nnnn2C)c(C#N)c1C	0	x	x
55	O=C(Nc1ccc2c(c1)CCC2)c1ccc(Cl)nc1	29	x	x
56	Cn1c(=O)oc2cc(S(=O)(=O)N3CCC(C(=O)Nc4ccc(OC(F)(F)F)cc4)CC3)ccc21	-22	0.01	1.7
57	CCOc1cc2[nH]c(=S)n(C3CCN(Cc4ccccc4)CC3)c(=O)c2cc1OCC	-17	x	x
58	CCCN1CCN(CCCNC(=O)CCNC(=O)Cn2ccc3ccccc3c2=O)CC1	31	0.9	-0.05
59	OCCN1CCN(CC(O)COCCOc2ccc(Br)cc2)CC1 (stereo not given)	8	1.6	0.88
60	OCC#CCSc1nnc(-c2ccncc2)o1	35	1.5	1.8
61	O=C(CP(=O)(O)CC(=O)c1ccccc1)c1ccccc1	-55	x	x
62	Cc1ccc(NC(=O)c2noc3c2CCCCC3)cc1	x	0.01	-0.24
63	COc1ccc(OC(C)=O)c(C2c3cc(OC)c(OC)cc3CCN2C(C)=O)c1 (stereo not given)	-3	-0.51	-0.37
64	CCN(CC(=O)Nc1cccc(C(C)=O)c1)S(=O)(=O)c1ccc(OC)cc1	45	0.08	0.06
65	O=C(N[C@@H](Cc1c[nH]c2ccccc12)C(=O)O)c1ccccc1Cl	-40	x	x
66	COCCCNC(=O)c1ccc([N+](=O)[O-])c(Cl)c1	46	-0.25	-0.8
67	O=C(CSc1nnc(-c2ccc(O)cc2)n1-c1ccccc1)CC(=O)Nc1ccccc1	35	0.85	0.86
68	O=C(C1CCCN(S(=O)(=O)Cc2ccccc2)C1)N1CCc2ccccc21 (stereo not given)	11	-0.19	0.29
69	Cc1ccc(S(=O)(=O)NCC(=O)NCc2ccncc2)cc1	62	-0.45	-0.38
70	COc1ccc(NC(=O)CSc2nnc(-c3ccccn3)n2-c2ccccc2)cc1OC	-464	-0.16	0.09
71	Nc1n[nH]c(-c2cccc([N+](=O)[O-])c2)n1	21	0.26	-0.16
72	Cc1cc(C)n(CCN(C)C(=O)CCc2nnc(CCC3CCCCC3)o2)n1	-19	x	x
73	Cc1ccc2[nH]c(=O)c(CN(Cc3ccccc3)C(=S)NCCCN(C)C)cc2c1	33	x	x
74	COc1ccc(-c2nc(-n3c(C)c(C(C)=O)c(C(C)=O)c3C)sc2C)cc1	69	-1	-0.97
75	COc1ccc(CCNS(=O)(=O)c2ccc3oc(C(=O)O)c(C)c3c2)cc1OC	-60	0.98	0.51

Remaining list, next part.
item	Molecule	INS promoter inh	sdo1 growth	sdo1 growth Rescue 24 h
76	CC1(C)CC(=S)Nc2ccccc2S1	-19	-0.17	-0.29
77	CCOc1cc(C2NC(=O)NC(O)(C(F)(F)F)C2C(=O)c2ccc(OC)cc2)ccc1O (stereo not given)	x	-1.2	-2
78	CC(=O)N1c2ccccc2Nc2ccccc21	0	1.3	0.78
79	CN(C)C=Nc1nonc1N	21	1.4	1.1
80	O=C1CCCN1CN(C(=O)c1ccccc1)c1ccc(F)cc1	x	-0.44	-0.93
81	COc1cc(NC(=O)Cc2cccs2)ccc1-n1cnnn1	15	1.4	2
82	Cc1ccnc(NC(=O)CCC(=O)N(CC(=O)NCc2ccccc2)c2ccc3c(c2)OCO3)c1	-328	0.18	0.38
83	O=C(O)CCCc1nc(-c2ccccc2)no1	32	0.47	0.44
84	COCCNC(=O)c1cc(-c2cccnc2)nc2ccc(Br)cc12	-8	0.47	1.4
85	COc1ccc(CC(=O)Nc2cccc(SC)c2)cc1OC	-46	x	x
86	CN(C)C(=S)Nc1cccc(-c2n[nH]c(=S)o2)c1	-12	x	x
87	COc1ccc(C2Oc3ccccc3C3=C2C(c2cccs2)n2ncnc2N3)cc1 (stereo not given)	17	-1	-0.81
88	Cc1cc(OCCCCCN2CCCC2)ccc1Cl	37	x	x
89	O=C(NCCO)C(O)C(O)C(=O)NCCO (stereo not given)	23	x	x
90	Cc1c(N2C(=O)/C(=C/c3cccc4ccccc34)SC2=S)c(=O)n(-c2ccccc2)n1C	-20	x	x

4 of the compounds above, field by field:
43: COc1ccc(/C=C/C(=O)NCCCc2ccccc2)cc1OC
  INS promoter inh: -9
  sdo1 growth: 0.23
  sdo1 growth Rescue 24 h: 0.16
82: Cc1ccnc(NC(=O)CCC(=O)N(CC(=O)NCc2ccccc2)c2ccc3c(c2)OCO3)c1
  INS promoter inh: -328
  sdo1 growth: 0.18
  sdo1 growth Rescue 24 h: 0.38
70: COc1ccc(NC(=O)CSc2nnc(-c3ccccn3)n2-c2ccccc2)cc1OC
  INS promoter inh: -464
  sdo1 growth: -0.16
  sdo1 growth Rescue 24 h: 0.09
89: O=C(NCCO)C(O)C(O)C(=O)NCCO (stereo not given)
  INS promoter inh: 23
  sdo1 growth: x
  sdo1 growth Rescue 24 h: x

(next part)
item	Molecule	INS promoter inh	sdo1 growth	sdo1 growth Rescue 24 h
91	CCn1c(SCC(=O)Nc2cccc(NC(=O)c3ccco3)c2)nnc1-c1cccs1	-50	0.17	0.22
92	CC(NC(=O)COC(=O)/C=C/c1ccc([N+](=O)[O-])cc1)c1ccccc1 (stereo not given)	x	0.61	0.16
93	CC(C)(C)c1cnnn1-c1ccc(-c2csc(N)n2)cc1	x	-1.1	-1.1
94	Cc1ccccc1C(=O)N1CCN(c2ccccn2)CC1	u	0.29	-0.5
95	CC1CC(CC(=O)NC(=S)Nc2ccccc2Cl)C(=O)O1 (stereo not given)	26	x	x
96	CCc1ccccc1N1C[C@@]23C=C[C@@H](O2)C(C(=O)OCC(C)C)[C@H]3C1=O (stereo not given in full)	x	0.62	0.02
97	Cc1cccc(CCNC(=O)CN(C)S(=O)(=O)c2cnc[nH]2)c1	7	0.57	1
98	COc1ccc(-c2nn(CC(=O)Nc3ccc(Cl)c(Cl)c3)c(=O)c3ccccc23)cc1	21	-0.26	0.1
99	C(=N\c1nc2ccccc2[nH]1)/c1cccs1	12	2	1.6
100	CCOC(=O)C1C(=O)CC(C)(O)C(C(=O)OCC)C1c1ccco1 (stereo not given)	x	0.03	-0.51
101	COC(=O)c1[nH]c(C)c(/C(O)=C2\C(=O)C(=O)N(CCN(C)C)C2c2cccc(OC)c2OC)c1C (stereo not given)	-3	0.97	0.89
102	O=C(CCn1c(=S)[nH]c2cc3c(cc2c1=O)OCO3)N1CCN(C2CCCCC2)CC1	60	x	x
103	CCOc1ccc(C2C(C(=O)c3ccco3)=C(O)C(=O)N2CCN(C)C)cc1 (stereo not given)	14	1.2	1.8
104	Cc1nnc(NC2=NCCC2)s1	-7	-0.14	-0.92
105	Cn1c2ccccc2c2cc(C(=O)NNS(=O)(=O)c3ccc(F)cc3)sc21	12	-0.74	-0.49
106	CCCc1cc(C(=O)Nc2sc3c(c2C(=O)OCC)CCCC3)no1	x	0.78	0.23
107	Cc1noc(C)c1S(=O)(=O)N(CC(=O)N1CCn2c1nc1ccccc12)c1ccc(C(C)C)cc1	x	-0.23	-0.8

Source: PubChem

Only part of the results is shown; rates above refer to the full screens.
